L major viab: reduces viability of Leishmania major promastigotes. AID 1063. inhibition, % at 10 µM. 200,000 compounds, 9% hits. resazurin fluorescence viability; in the data active = inhibition above about 50%;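 note: promastigotes grown with compound for 44 hours at 28 °C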
PMI act: activators of human phosphomannose isomerase; activation factor at 20 µM; purified human PMI, coupled resazurin fluorescence, 20 min; active compounds read high; 1 = vehicle control, 0 substrate-free wells; 190,000 compounds, 0.005% hits; AID 1214;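 active = activation factor of 2 or more at 20 µM, relative to plate controls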
Target sequence (P34949 whole entry, looked up): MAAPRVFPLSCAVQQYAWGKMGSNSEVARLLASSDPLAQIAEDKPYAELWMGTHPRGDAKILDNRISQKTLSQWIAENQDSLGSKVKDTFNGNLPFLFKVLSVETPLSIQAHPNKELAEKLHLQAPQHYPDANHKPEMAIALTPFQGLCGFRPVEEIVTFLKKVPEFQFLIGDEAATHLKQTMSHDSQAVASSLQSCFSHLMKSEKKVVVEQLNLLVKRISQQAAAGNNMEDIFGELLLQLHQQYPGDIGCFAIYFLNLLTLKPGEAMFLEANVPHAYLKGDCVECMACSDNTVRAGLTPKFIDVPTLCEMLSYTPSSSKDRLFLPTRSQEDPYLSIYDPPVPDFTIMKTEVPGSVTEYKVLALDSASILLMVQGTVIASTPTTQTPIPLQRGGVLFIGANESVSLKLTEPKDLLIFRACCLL
TNAP inh no acc: TNAP (human) inhibition, acceptor-free conditions | P05186 | purified TNAP, CDP-star luminescence, 30 min | inhibition, % at 20 µM | 200,000 compounds, 0.26% hits;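 active = tissue-nonspecific alkaline phosphatase inhibition above about 50% at 20 µM in the single-dose screen, limit read from the data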;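 note: 0% = DMSO negative control and 100% = EDTA positive control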
Target sequence (P05186 whole entry, looked up): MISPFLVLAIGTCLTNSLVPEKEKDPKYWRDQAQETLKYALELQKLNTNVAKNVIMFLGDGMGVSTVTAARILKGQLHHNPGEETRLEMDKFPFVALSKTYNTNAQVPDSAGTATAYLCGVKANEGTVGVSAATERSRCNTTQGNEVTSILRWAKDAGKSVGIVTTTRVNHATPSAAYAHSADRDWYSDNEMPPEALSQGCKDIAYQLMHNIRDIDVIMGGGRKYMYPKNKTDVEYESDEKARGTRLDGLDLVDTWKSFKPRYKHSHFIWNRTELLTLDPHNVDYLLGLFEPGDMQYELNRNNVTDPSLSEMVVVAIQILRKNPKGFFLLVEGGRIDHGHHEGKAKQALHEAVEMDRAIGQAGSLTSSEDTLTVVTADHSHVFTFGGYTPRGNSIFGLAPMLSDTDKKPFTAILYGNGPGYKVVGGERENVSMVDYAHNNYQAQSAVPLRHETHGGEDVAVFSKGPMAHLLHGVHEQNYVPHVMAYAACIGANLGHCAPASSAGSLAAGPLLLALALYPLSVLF
Hsp70 activator: transcriptional activators of Hsp70; activation, % at 10 µM; HeLa Hsp70 promoter luciferase reporter, luminescence; scaled: vehicle 0, proteasome-inhibitor control 100%; 200,000 compounds, 0.04% hits;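 active = activation above the mean across all tested compounds plus 3 SD, cutoff set per campaign, cut at about 5.5% in these data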;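 note: 100% = MG132 at 30 µM as the positive control and 0% = DMSO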
TNAP inh hiacc: inhibitors of human TNAP at high phosphate acceptor concentration; P05186; purified TNAP, CDP-star luminescence, 1 M DEA; inhibition, % at 20 µM; 200,000 compounds, 0.03% hits; AID 1135;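 active = over 50% inhibition of tissue-nonspecific alkaline phosphatase at 20 µM in the single-dose screen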;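 note: plate controls were DMSO wells for no effect and EDTA-quenched wells as full inhibition for full effect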
S1P3 antagonist: antagonists of human S1P3 receptor; Q99500; CHO S1P3 NFAT-BLA reporter, FRET fluorescence, antagonist mode; inhibition, % at 4.98 µM; 170,000 compounds, 0.27% hits;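 active = inhibition above the plate cutoff, the mean inhibition of test wells on that plate plus 3 SD, cut at about 28% in these data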;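 note: cells challenged with S1P at its EC80 of 0.8 µM; blue over green emission ratio from cleaved BLA substrate after 4 h stimulation; 0% = S1P-stimulated wells and 100% = unstimulated DMSO-only wells; some compounds past the cut are filed as inactive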
DTT redox prof: compounds producing H2O2 with reducing agent – biochemical, NIH compound library profiling, artefact control for MLSCN library redox annotation, primary screen. DTT-dependent redox cycling H2O2, phenol red/HRP absorbance; 100% = 100 µM peroxide control, 0% = buffer. activation, % at 10 µM. 200,000 compounds, 0.03% hits. AID 878;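 active = activation of at least 50% relative to the plate's high and low controls in the primary single-dose screen; inactive = activation below 50%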;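 note: compound incubated with DTT at 0.8 mM final as the reducing agent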
PMI act hi M6P: PMI (human) activation, high substrate. coupled PMI enzyme assay, resazurin fluorescence, 20 min; active compounds read high; 1 = untreated enzyme, 0 = substrate-free blank. activation factor at 20 µM. 190,000 compounds, 0.34% hits. AID 1216;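 active = activation factor of 2 or more at 20 µM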
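Test system: human PMI in coupled enzyme assay; Input: PMI at 15 ng/mL final; Medium: HEPES buffer, pH 7.4; Schedule: 20 min incubation at room temperature; Technique: resorufin fluorescence at Ex 544/Em 590 nm; Compound: 20 µM single dose; Probe or stimulus: Near-saturating mannose-6-phosphate, 1.0 mM.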
RAM inhibit: inhibitors of the yeast RAM network. S. cerevisiae dse1pr::URA3 reporter, 5-FOA growth OD615, 2 d; analog-sensitive cbk1-as2 kinase mutant strain. inhibition, % at 50 µM. 190,000 compounds, 1.8% hits. AID 868;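 active = inhibition above a set limit, 3 SD over mean compound inhibition, cut at about 8.4% in these data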;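 note: 0% = DMSO-only wells with no growth and 100% = 10 µM 1-NA-PP1 full growth; inhibition rescues growth on 5-FOA so higher OD means more RAM inhibition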
HMGR II inh: blocks class II HMG-CoA reductase of Enterococcus faecalis; purified E. faecalis HMGR, NADPH absorbance 340 nm kinetic; AID 1066; 190,000 compounds, 0.41% hits; inhibition, % at 10 µM;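 active = inhibition above a set limit, the median over all tested compounds plus 3 SD, cut at about 9.5% in these data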;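 note: enzyme runs in reverse so mevalonate oxidation gives rising NADPH absorbance; 0% = complete reaction with DMSO and 100% = background rate lacking mevalonate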
* marks the source's active call; other numbers are inactive results; / = no result given.

SMILES	L major viab	PMI act	TNAP inh no acc	Hsp70 activator	TNAP inh hiacc	S1P3 antagonist	DTT redox prof	PMI act hi M6P	RAM inhibit	HMGR II inh
Cc1ccc(-c2nnc(NC3CCCCC3)c3ccccc23)cc1S(=O)(=O)N1CCN(C)CC1	96*	0.9	-3	-0.4	-7	/	0.2	0.9	-0.4	-4
O=C1CCC(/C=C/c2ccccc2)=NN1Cc1ccccc1	-5	1.1	-2	-0.2	-3	-3	7.0	1.1	0.4	-2
COc1ccc(C(=O)Nn2c(SCc3cccc([N+](=O)[O-])c3)nc3ccccc3c2=O)cc1	8	1	-7	-0.1	-3	-18	0.1	1	2.1	-4
CCC1CCCCN1CCNC(=O)c1[nH]c(C)c(C(C)=O)c1C (stereo unspecified)	6	1	-5	-0.3	0	4	-0.8	1	-0.4	-2
O=C(Nc1ncc(Cl)cn1)c1cccs1	-2	1	-26	-0.4	-2	/	1.1	1	2.1	0
COc1cccc(CNC(C)C(=O)Nc2ccc3c(c2)OCCO3)c1 (stereo unspecified)	-2	1.2	-13	-0.2	-4	-8	-0.8	1.2	-0.2	-4
COC(=O)C1=C(CSc2nnnn2C)NC(=O)NC1c1cc(C)ccc1C (stereo unspecified)	-3	1	-11	-0.1	-3	-17	-3.3	1	-0.3	-6
O=C(NC1CCCCC1)N1CCc2ccccc21	2	0.9	-14	0.2	-5	-15	1.1	1	1.2	-2
CCCc1nc(SCC(=O)N2CCCC2)c2ccccc2n1	27	0.9	-12	-0.2	-3	-17	3.4	1	0.6	0
O=C(COC(=O)C1CCN(C(=O)c2ccc(Cl)cc2)CC1)NC1CCS(=O)(=O)C1 (stereo unspecified)	-1	1.1	-12	-0.1	-2	1	-0.5	1.1	0.8	-4
Cc1ccc(S(=O)(=O)Nc2ccnc(-c3cccnc3)n2)cc1	1	1.2	-14	-0.1	-7	-20	-1.9	1.1	2.7	0
COc1cc(CNCc2ccccn2)ccc1OCC(N)=O	-2	1	-13	-0.2	-5	/	-3.2	1	1.4	-3

The final two entries of the section before are carried over, then new ones follow.
SMILES	L major viab	PMI act	TNAP inh no acc	Hsp70 activator	TNAP inh hiacc	S1P3 antagonist	DTT redox prof	PMI act hi M6P	RAM inhibit	HMGR II inh
Cc1ccc(S(=O)(=O)Nc2ccnc(-c3cccnc3)n2)cc1	1	1.2	-14	-0.1	-7	-20	-1.9	1.1	2.7	0
COc1cc(CNCc2ccccn2)ccc1OCC(N)=O	-2	1	-13	-0.2	-5	/	-3.2	1	1.4	-3
CNC(=O)c1csc(-c2ccc(C)cc2)n1	-3	1	-6	-0.1	-10	/	1.4	1	1.3	-3
S=C(NCc1ccccc1)N1CCn2cccc2C1c1cccnc1 (stereo unspecified)	91*	1	-4	-0.3	1	-2	-0.4	0.8	1.7	-3
COc1cc(NC(=O)c2ccc(C)c([N+](=O)[O-])c2)ccc1NC(=O)c1ccco1	-1	1.1	0	0.0	-1	-19	-0.2	1	2.0	-6
Cn1cc(S(=O)(=O)N2CCN(c3ccccc3F)CC2)c(=O)n(C)c1=O	12	1	2	0.0	-3	/	-1.8	1	0.9	-10
N#Cc1cc2c(=O)n3ccccc3nc2n(-c2ccccc2Cl)c1=O	17	1.2	-6	-0.3	-2	-48	-0.4	1.3	1.6	-7
Cc1nnc(SCc2ccccc2C#N)n1-c1ccccc1	-2	0.8	-8	0.0	-5	11	-0.2	0.8	-0.5	-4
CC(=O)NC1C(=O)N(CCc2ccccc2)c2ccccc21 (stereo unspecified)	-6	1	-8	-0.2	1	-8	1.8	1.1	0.9	-1
CN(C)C(=O)c1ccc(NC(=O)c2cccnc2)cc1	-3	0.9	-2	-0.3	0	/	-1.0	0.9	-0.1	0
CCCCN(C)C1=CC2=CC(=C(C#N)C#N)CCC2CC1 (stereo unspecified)	33	0.7	16	-0.1	35	1	-0.5	0.5	1.6	-1
COc1ccc(C2(C(=O)NCc3ccccc3Cl)CCOCC2)cc1OC	-6	1	-7	-0.2	-3	14	-0.3	1	-0.4	2
CCOc1ccc(C(=O)NC2CCN(C(=O)Nc3ccccc3OC)CC2)cc1	-2	1	-6	0.2	-1	/	1.5	0.9	0.6	-7
CC(C)c1ccccc1NC(=O)c1ccccc1NC(=O)C1CCCCC1	11	0.8	-20	-0.2	-5	-3	0.1	0.8	1.9	-3
CSC1=C(C#N)C(c2cccc(Br)c2)CC(=O)N1 (stereo unspecified)	-5	1	-9	-0.3	-2	-17	-3.4	0.9	3.6	1
COc1cccc(OC)c1C(=O)Nc1cccc(C(C)=O)c1	0	1.2	-4	-0.1	-4	-13	-0.5	1.2	0.1	0
Cc1cc(C)n(-c2nnc(NC34CC5CC(CC(C5)C3)C4)nn2)n1	39	1	8	-0.1	1	3	-0.2	0.9	0.7	1
Cc1ccc(Oc2cc(C)nc(-c3ccccc3O)n2)cc1	10	0.8	-15	0.1	-8	-19	-0.4	0.8	9.4*	-3
CC1CCCC(NC(=O)CCNS(=O)(=O)c2ccc(Br)cc2)C1C (stereo unspecified)	11	1	-5	-0.2	0	6	-0.2	1	3.5	-1
Cc1sc(-n2c(C)cc(/C=N/n3cnnc3)c2C)c(C#N)c1C	77*	0.7	-8	-0.3	-1	/	0.1	0.8	0.6	-7
Cc1cc(C)n2c(Nc3ccc4c(c3)OCCO4)c(-c3ccccc3)nc2n1	7	1	6	0.1	1	/	-0.2	1	-0.1	-3
CN(C)C(=O)CSc1nc2ccccc2n1CC(=O)N1CCN(c2ccccc2)CC1	-5	1	-16	-0.1	-9	/	0.1	1	0.0	6
CCCOc1cccc(-c2cc(C(=O)NN)c3ccccc3n2)c1	-9	1	-2	-0.5	-1	-17	-0.6	1	2.6	-3
C=CCNC(=S)Nc1ccc(Cl)cc1F	-3	1	-19	-0.2	-5	1	-1.1	1.1	-0.1	-2
CN(C)CCCN(C(=O)c1ccc2c(c1)CCCC2)c1nc2ccc(F)cc2s1	74*	1	-4	-0.4	-1	-18	0.2	1	-0.4	-7
Cc1c(C(=O)N2CCCCC2)sc(NC(=O)C(C)C)c1C#N	-6	1	-4	0.1	-8	6	1.9	1	4.0	-3

In the list so far, three contain fluorine:
SMILES	L major viab	PMI act	TNAP inh no acc	Hsp70 activator	TNAP inh hiacc	S1P3 antagonist	DTT redox prof	PMI act hi M6P	RAM inhibit	HMGR II inh
Cn1cc(S(=O)(=O)N2CCN(c3ccccc3F)CC2)c(=O)n(C)c1=O	12	1	2	0.0	-3	/	-1.8	1	0.9	-10
C=CCNC(=S)Nc1ccc(Cl)cc1F	-3	1	-19	-0.2	-5	1	-1.1	1.1	-0.1	-2
CN(C)CCCN(C(=O)c1ccc2c(c1)CCCC2)c1nc2ccc(F)cc2s1	74*	1	-4	-0.4	-1	-18	0.2	1	-0.4	-7

(list continues)
SMILES	L major viab	PMI act	TNAP inh no acc	Hsp70 activator	TNAP inh hiacc	S1P3 antagonist	DTT redox prof	PMI act hi M6P	RAM inhibit	HMGR II inh
C/C(CC(=O)Nc1ccc2c(c1)OCO2)=N\NC(=O)C(c1ccccc1)c1ccccc1	5	0.8	-3	-0.1	-5	-18	-0.7	0.7	1.9	-2
O=C(N/N=C/c1ccc(N2CCOCC2)cc1)c1ccccc1OCCOc1ccccc1	61*	0.9	-9	-0.2	-10	-3	-1.5	1	0.0	-2
C=CCn1c(CSCc2ccc(Cl)cc2)nnc1SCC(=O)NCc1ccccc1	-1	1	-12	0.0	-9	/	0.0	1	1.9	-9
O=C(CSc1nc2ccsc2c(=O)n1Cc1ccc(C(=O)O)cc1)NCC1CCCO1 (stereo unspecified)	-4	1.1	-4	-0.4	5	3	0.1	1	-0.4	-7
Cc1c(C(=O)NCC2CCCO2)oc2ccc3c(c12)C(=O)CC(C)(C)O3 (stereo unspecified)	3	0.9	-10	1.4	-7	-5	0.5	0.9	1.3	-4
Nc1ccc(NC(=O)NC2CCCCC2)cc1[N+](=O)[O-]	1	1	14	-0.2	5	-9	-0.8	0.9	0.6	0
O=C(CN1CCN(c2ccc(Cl)cc2)CC1)c1ccc2c(c1)OCO2	-4	1.3	-6	-0.2	1	-34	2.6	1.7	-0.7	4
CC(=O)c1cnc2ncnn2c1C	-6	1	-5	-0.4	3	-1	0.1	1	1.6	3
Cc1csc(NC(=O)CSc2ccc(-c3ccccn3)nn2)n1	-4	1.2	6	0.2	-2	-15	-0.3	1.3	0.4	-7
CC(C)CN(CC(C)C)S(=O)(=O)c1cc([N+](=O)[O-])ccc1N1CCCCCC1	16	0.9	-2	-0.1	0	/	-4.8	0.9	8.3	-1
Cc1ccc(NS(=O)(=O)c2ccc3c(c2)c(=O)n(C)c(=O)n3C)cc1F	68*	1.1	-12	-0.3	-1	/	-0.2	1.1	0.6	-1
O=C(N/N=C/c1ccc(OCc2ccc(F)cc2)cc1)c1ccccc1	-4	1.2	-2	-0.3	-7	-5	0.9	1.2	4.1	4
CNC(=O)/C(=C\c1ccc2c(c1)OCO2)NC(=O)c1ccc(Br)cc1	-2	1	-13	-0.4	0	4	-0.5	1	1.0	-9
Cc1oc(-c2cccc(Cl)c2)nc1CN(C)C1CCOC1 (stereo unspecified)	39	/	-2	-0.2	2	2	-0.1	/	1.6	0
Oc1ccc(C(c2nnnn2C2CCCC2)N2CCc3ccccc3C2)cc1 (stereo unspecified)	4	0.9	-2	-0.2	2	-15	1.7	0.8	1.4	1
OC(COc1cccc2ccccc12)CN1CCCC1 (stereo unspecified)	100*	1	-18	0.1	-9	/	-3.2	0.8	0.3	5
O=C(NCCc1ccccc1F)C1CCCN1S(=O)(=O)c1ccc2ccccc2c1 (stereo unspecified)	57*	0.9	-5	-0.3	-4	/	0.6	0.9	3.2	-3
NC(=S)NCc1cccnc1	3	0.9	-9	0.0	-2	-2	-1.9	1	1.5	-6
CC(C)OC(=O)c1cc(NC(=O)c2nn(C)cc2Br)cc(C(=O)OC(C)C)c1	-3	1	-1	-0.2	-3	-2	-0.1	1	2.4	-1
O=C(COC(=O)c1cc([N+](=O)[O-])ccc1NCCO)Nc1ccc2c(c1)OCO2	-2	1.2	-5	-0.1	-2	11	1.2	1	4.0	1
CCN(CC)CCN(Cc1cc2ccc(C)cc2[nH]c1=O)C(=O)Nc1ccc(Cl)cc1	63*	1	2	-0.2	0	-11	-0.1	1.1	0.8	-2
Cc1nnc2c3ccccc3c(Cl)nn12	-3	0.8	-8	-0.3	-7	3	-0.1	0.9	0.6	-1
CCOCCCNC(=O)C(NC(=O)CNC(=O)c1ccccc1)c1ccc(C)cc1 (stereo unspecified)	0	1.1	-10	0.0	-2	/	0.2	1.1	0.6	2
Cc1ccc(C(=O)N2NC(c3ccc(F)cc3)C3C(=O)N(c4ccc(C)cc4)C(=O)C32)cc1 (stereo unspecified)	-6	0.8	-4	0.2	1	1	0.9	0.9	4.4	5
O=c1c(Cl)c(NCc2ccc(F)cc2)cnn1C12CC3CC(CC(C3)C1)C2	73*	0.9	-18	-0.3	1	2	-0.1	0.9	1.8	0
CSCCC(NC(=O)c1ccccc1)C(=O)Nc1ccc(NC(C)=O)cc1 (stereo unspecified)	55*	0.9	-9	-0.5	2	-10	0.1	0.9	1.2	-5
O=C(Nc1nncs1)c1ccccc1Br	1	1	-1	0.0	-1	6	-0.6	1	-0.5	-2
